# C2C12 statin: suppressors of statin myotoxicity in C2C12 myotubes, primary screen, cell-based, single point, plate reader; C2C12 myotubes + simvastatin, ATP luminescence, 48 h; scaled: DMSO 0, geranylgeraniol control 100; rescue of ATP level, % at 7.49 µM; 330,000 compounds, 0.78% hits; AID 602340, 2012;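 active means mean ATP rescue above about 67%, or every replicate alone reaching that limit, limit read from the data, passing the limit was not always enough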;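 further: myotubes were challenged with 10 µM simvastatin during compound exposure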
# esBAF inh: Bmi1 luciferase reporter increase in mESCs, primary screen, esBAF inhibitor project, mouse ES cells, Bmi1 luciferase knock-in, single point. 350,000 compounds, 2% hits. reporter increase, % at 12.5 µM. AID 602393, 2012. 24 h; 100% = twice the neutral-well signal; in the data active means activation above about 40%;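 further: 0% = median of the plate's neutral control wells and 100% = double that signal; a rise in the Bmi1 reporter signal indicates esBAF inhibition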
# * marks the source's active call; other numbers are inactive results. Only part of the results is shown; rates above refer to the full screens.
# Each structure is followed by: C2C12 statin	esBAF inh
- CS(=O)(=O)N(CC(O)CON=C1c2ccccc2-c2ccccc21)c1ccc(F)cc1 (centres undefined)
  -11	-10
- Cc1ccc([N+](=O)[O-])cc1NC(=O)CCSc1ccc(Cl)cc1
  8	5
- Cc1ccc(C)c(S(=O)(=O)Nc2ccc(S(=O)(=O)Nc3onc(C)c3C)cc2)c1
  13	-12
- Cc1ccc(C(C(=O)NCC2CCCO2)N(Cc2ccccc2F)C(=O)Cn2nnc(-c3cccs3)n2)cc1 (centres undefined)
  -7	-5
- Cc1ccc(OCc2nnc(SCC(=O)Nc3nccs3)n2-c2ccccc2)cc1C
  1	6
- O=c1c2c(nc3nc(CCc4ccccc4)[nH]n13)CCC2
  6	9
- O=C(OCC(=O)N1CCN(c2ccccc2)CC1)C1=COCCO1
  -9	19
- C=CCn1c(NCCc2ccccc2)nc2c1c(=O)n(C)c(=O)n2C
  -1	-8
- Cc1ccc(-n2ncc3c(NCc4ccccn4)ncnc32)c(C)c1
  -8	19
- Cc1cccn2c(=O)c3cc(C#N)c(=N)n(CCCN4CCOCC4)c3nc12
  5	-9

# (cont.)
# Each structure is followed by: C2C12 statin	esBAF inh
- O=C(c1ccccc1F)N(Cc1ccccc1)C1CCS(=O)(=O)C1 (centres undefined)
  6	-4
- Cc1ccc(S(=O)(=O)Nc2cccc3c2O[C@@H](CN(C)Cc2ccc(Cl)c(Cl)c2)[C@@H](C)CN([C@H](C)CO)C3=O)cc1
  -37	-12
- Cc1cc(C)n2c(SCC(=O)Nc3c(C)n(C)n(-c4ccccc4)c3=O)nnc2n1
  19	-1
- O=C(CNC(=O)/C(=C\c1ccc(F)cc1)NC(=O)c1ccccc1)OCc1ccccc1
  11	-2
- Cc1ccc(-c2cc(C(F)(F)F)n3ncc(C(=O)NCc4ccco4)c3n2)cc1
  4	-6
- COc1ccc(OC)c(NC(=O)COC(=O)/C=C/c2c(C)nn(C3CCS(=O)(=O)C3)c2Cl)c1 (centres undefined)
  4	-2
- Cc1cccc2cc(CN(Cc3nnnn3C3CCCC3)C3CCCCC3)c(=O)[nH]c12
  1	-4
- CSc1ccc(C(C(C(=O)c2cccs2)N2CCOCC2)N2CCOCC2)cc1 (centres undefined)
  77*	6
- N#Cc1ccc(NC(=O)COC(=O)CNC(=O)C2CCCCC2)cc1
  -8	-6
- CCOc1ccc(S(=O)(=O)NCc2csc(C)n2)cc1
  4	-6

# Later entries:
# Each structure is followed by: C2C12 statin	esBAF inh
- CCn1c(SCC(=O)OC(C)C)nnc1-c1cccc(Cl)c1
  -1	0
- COc1ccc(-c2cc(C(=O)NCCN3CCOCC3)c3ccccc3n2)cc1
  5	-37
- COC(=O)CNC(=O)C(C)NC(=O)CNC(=O)OCc1ccccc1 (centres undefined)
  22	-3
- [N-]=[N+]=CC(=O)CNC(=O)[C@@H](Cc1ccccc1)N1C(=O)c2ccccc2C1=O
  -19	1
- Cc1ccc(OCC(O)CN2CCN(CC(O)COc3ccc(C)cc3)CC2)cc1 (centres undefined)
  -34	-6
- Cc1cccc(OC(=O)Cn2c(C(F)(F)F)nc3ccccc32)c1
  -17	-3
- CCOC(=O)c1c(C)n(C)c2ccc(OC)c(NC(=O)CN3CCN(C(=O)c4ccco4)CC3)c12
  -1	-5
- COCCn1c(C)cc(/C=N/NC(=O)c2cc3ccccc3cc2O)c1C
  -5	47*
- O=C(CN(CC1CCCO1)C(=O)CCC(=O)Nc1nccs1)NCc1ccc2c(c1)OCO2 (centres undefined)
  -10	-6
- CCN(CC)S(=O)(=O)c1ccc(-c2nnc(SCC(=O)N3CCc4ccccc43)o2)cc1
  21	4

# Other records:
# Each structure is followed by: C2C12 statin	esBAF inh
- O=C(O)c1ccc(-c2ccc(-c3ccccc3)cc2)s1
  -6	-33
- O=C1c2ccccc2NC(c2ccccc2)N1/N=C/c1ccccc1 (centres undefined)
  -21	-33
- COCCNC(=S)NCCCNc1nc2cc3c(cc2cc1C#N)OCO3
  2	17
- CCOC(=O)C(Sc1ncc(C#N)c(N)n1)C(C)C (centres undefined)
  6	-3
- Cc1cc(C(C)(C)C)oc1C(=O)Nc1ccc(CC(=O)O)cc1
  -1	-38
- CCOC(=O)N1CCC(Nc2c(Nc3ccc(F)cc3)c(=O)c2=O)CC1
  2	-4
- C/C(NC(=O)c1ccccc1)=C1/C(=O)CC2C1C2(C)C (centres undefined)
  0	52*
- O=C(Nc1ccc(Cl)cn1)c1ccc(-c2ccc(Cl)c(Cl)c2)o1
  1	9
- Cc1cc(C)n(-c2nc3c(c(=O)[nH]c(=O)n3C)n2CCc2ccccc2)n1
  -5	-11
- Cc1ccc(C2Nc3ccccc3C(=O)N2Cc2ccco2)cc1 (centres undefined)
  1	18

# Remaining list, next part.
# Each structure is followed by: C2C12 statin	esBAF inh
- O=C(Nc1ccccc1)Nc1cccc2cccnc12
  -6	85*
- Cc1cccc2c(C(=O)O)c3c(nc12)CCCCC3
  -12	-5
- CCS(=O)(=O)c1ccc(-c2csc(-c3ccccc3Cl)n2)c(Cl)c1Cl
  -4	-4
- CC1(C)CC(=O)c2sc(N3CCCCC3)nc2C1
  13	51*
- CC(C)c1ccccc1OCCNS(C)(=O)=O
  -9	3
- O=C(NCCc1ccc(Cl)cc1)C1CCN(S(=O)(=O)N2CCC3(CC2)OCCO3)CC1
  -4	-15
- CCOC(=O)c1cc2sccc2n1CC(=O)N1CCN(C(=O)c2ccco2)CC1
  -5	9
- Cc1[nH]c2ccccc2c1C(=O)CSc1nc2ccccc2c(=O)n1CCCN1CCOCC1
  14	-1
- O=C(Nc1cc(Cl)cc(Cl)c1)c1ccc(Cn2c(=O)[nH]c3ccsc3c2=O)cc1
  -16	12
- O=C(N/C(=C/c1ccc(Br)cc1)c1nc2ccccc2[nH]1)c1ccco1
  -44	43

# Next records:
# Each structure is followed by: C2C12 statin	esBAF inh
- CN1/C(=C\C=C2\N=C(c3ccc(F)cc3)OC2=O)C(C)(C)c2ccccc21
  10	10
- O=c1c2c3c(sc2ncn1Cc1ccc(F)cc1)CCC3
  -1	-1
- CC1(C)Cc2c(sc3nc(NCCN4CCOCC4)n4ncnc4c23)CO1
  -8	-2
- CCOc1ccc(C(=O)N/N=C/c2cccc3cccnc23)cc1
  -2	8
- COc1ccccc1N(C(C)=O)c1nc(C)cc(C)c1C#N
  20	6
- CCOC(=O)c1cnc(SCC(=O)Nc2sc(C)c(C)c2C#N)nc1N
  -8	-6
- Cc1ccc(C)c(NC(=O)C2CC=CCC2C(=O)O)c1 (centres undefined)
  -4	-3
- CCn1c(SCc2nc(-c3ccccc3)no2)nnc1-c1cccs1
  1	7
- COC(=O)c1cc(NC(=O)C2C3C=CC(C3)C2C(=O)O)cc(C(=O)OC)c1 (centres undefined)
  12	-4
- O=S(=O)(Cc1ccccc1)N1CCCCC1
  -3	-16

# Compounds from the list above that have an aryl methoxy group (4):
# Each structure is followed by: C2C12 statin	esBAF inh
- COc1ccc(OC)c(NC(=O)COC(=O)/C=C/c2c(C)nn(C3CCS(=O)(=O)C3)c2Cl)c1 (centres undefined)
  4	-2
- COc1ccc(-c2cc(C(=O)NCCN3CCOCC3)c3ccccc3n2)cc1
  5	-37
- CCOC(=O)c1c(C)n(C)c2ccc(OC)c(NC(=O)CN3CCN(C(=O)c4ccco4)CC3)c12
  -1	-5
- COc1ccccc1N(C(C)=O)c1nc(C)cc(C)c1C#N
  20	6

# Five compounds from above, ordered by the value under esBAF inh, ascending:
SMILES	esBAF inh
O=S(=O)(Cc1ccccc1)N1CCCCC1	-16
CCOC(=O)c1cnc(SCC(=O)Nc2sc(C)c(C)c2C#N)nc1N	-6
COC(=O)c1cc(NC(=O)C2C3C=CC(C3)C2C(=O)O)cc(C(=O)OC)c1 (centres undefined)	-4
CC1(C)Cc2c(sc3nc(NCCN4CCOCC4)n4ncnc4c23)CO1	-2
COc1ccccc1N(C(C)=O)c1nc(C)cc(C)c1C#N	6

# Next entries follow.
# Each structure is followed by: C2C12 statin	esBAF inh
- CN(Cc1ccccc1)Cc1nc2c(c(=O)n(C)c(=O)n2C)n1Cc1ccc(F)cc1
  0	-1
- O=C(Cn1cnc2c(cnn2-c2ccc(F)cc2)c1=O)NCc1ccco1
  3	8
- CCCCS(=O)(=O)C(=C1Nc2ccccc2N1)S(=O)(=O)CCCC
  7	1
- Cc1[nH]nc2c1C1(CCOC1C)C(C#N)=C(N)O2 (centres undefined)
  46	7
- C=CCSc1nnc2nc3[nH]c4c(C)cccc4c3nn12
  -8	14
- CCOc1cccc(C(=O)Nc2cnn(Cc3ccccc3)c2)c1
  -4	13
- O=[N+]([O-])c1cccnc1N1CCC(c2cc(-c3cccc(C(F)(F)F)c3)n[nH]2)CC1
  0	-10
- CCOC(=O)CC(=O)Nc1cc(Cl)ccc1O
  84*	0
- CCOc1cc([N+](=O)[O-])cc(/C=N/NC(=O)c2c(-c3ccccc3)noc2C)c1O
  18	-4
- COc1cc(C(=O)O)ccc1OC(C)=O
  1	10

# The results go on:
# Each structure is followed by: C2C12 statin	esBAF inh
- O=C(CCS(=O)(=O)c1ccc(Br)cc1)N1CCN(c2ccccc2)CC1
  9	-4
- OC(CN1CCCCC1)Cn1c(C(F)(F)F)nc2ccccc21 (centres undefined)
  4	-13
- O=C(Cc1c(C(=O)O)[nH]c2ccc(Cl)cc12)Nc1ccc2c(c1)OCCO2
  12	2
- CN(C)C(=O)c1cc(Cl)ccc1Sc1cc(Cl)ccc1Cl
  -23	-3
- Cc1ccc(-n2nc3c(c2NC(=O)c2ccc4c(c2)OCO4)CSC3)cc1
  11	1
- CC1(C)CC(=O)C(C=NC(CCC(N)=O)C(=O)O)=C(O)C1 (centres undefined)
  5	-8
- CC(C)(C)c1cc(-c2csc(Nc3ccccc3)[n+]2Cc2ccc(C(=O)O)cc2)cc(C(C)(C)C)c1O
  34	0
- O=C(NC1CCCCC1)N(CCN1CCCC1)Cc1cc2cc3c(cc2[nH]c1=O)OCCO3
  11	-1
- CCOc1cc(C(=O)OCC(=O)NCc2ccco2)cc(OCC)c1OCC
  0	-9
- O=C(CN1CCCCCC1)OCCN=C1NS(=O)(=O)c2ccccc21
  -4	-7

# Continuation:
# Each structure is followed by: C2C12 statin	esBAF inh
- COc1cc(NC(=O)c2ccc(S(=O)(=O)N(C)c3ccccc3)cc2)cc(OC)c1
  -3	12
- Cc1cc2ncc(C(=O)Nc3ccccc3)c(C)n2n1
  1	7
- CCCCOc1ccc(-c2ncc(C(=O)OCC)c(N)n2)cc1
  8	30
- Cc1ccc(-c2nn(-c3ccccc3)cc2/C=N/NC(=O)c2ccc(Br)o2)cc1
  -18	64*
- CCN(CC)C(=O)CSc1nc2ccccc2c(=O)n1-c1ccccc1OC
  32	-3
- COC(=O)c1ccc(CNC(=O)CNc2cc(C(F)(F)F)ccc2N2CCOCC2)cc1
  -2	-5
- CCOC(=O)N1CCN(CCC(=O)Nc2ccc(C)c(Br)c2)CC1
  -3	-2
- CCNc1ccccc(C(=O)/C=C/c2ccc3c(c2)OCO3)c1=O
  16	6
- O=C(COc1ccc(S(=O)(=O)NC2CCCCC2)cc1)NCc1ccccn1
  3	10
- COc1cc2c(C#N)c(N3CCCCC3)nc(N)c2c(N)n1
  -49	25

# Next part
# Each structure is followed by: C2C12 statin	esBAF inh
- Cc1c(NC(=O)COC(=O)Cc2ccc(Cl)cc2)c(=O)n(-c2ccccc2)n1C
  -8	-1
- Cc1cc(=O)[nH]c(SCC(=O)Nc2ccccc2C#N)c1C#N
  4	-7
- O=C(O)CCCNC(=O)c1cncc(Br)c1
  -24	-5
- CC(=O)OC1C(OC(C)=O)N(C(C)=O)C(=O)N1C(C)=O (centres undefined)
  -9	-7
- COc1cccc(C(=O)N/N=C/c2cn[nH]c2-c2ccc(OC)cc2OC)c1
  13	8
- COCCNC(=O)CN(C(=O)Cn1nnc2ccccc21)c1ccc(F)c(Cl)c1
  -26	-6
- O=C(/C=C/c1ccc(-c2ccccc2[N+](=O)[O-])o1)c1ccc(F)cc1
  -2	8
- O=C(CSc1ncccn1)c1ccccc1Br
  -8	41*
- O=C(CC1SCCNC1=O)Nc1cc(Cl)cc(Cl)c1 (centres undefined)
  -12	-1
- CCC(C)(C(=O)NC1CCCCC1)N(Cc1ccco1)C(=O)Cc1cccs1 (centres undefined)
  -16	-11

# Going on with the list:
# Each structure is followed by: C2C12 statin	esBAF inh
- CCCCCCOC(=O)NCC(O)c1ccccc1 (centres undefined)
  7	24
- COc1cccc(CN(C(=O)c2ccco2)C(C(=O)NC2CCCC2)c2cccnc2)c1 (centres undefined)
  -23	-1
- COc1ccc(N2CCN(C(=O)CSc3nnc4c(C)cc5ccc(C)c(C)c5n34)CC2)cc1
  1	5
- CCOC(=O)c1c(C)c(C(=O)NCCc2ccc(S(N)(=O)=O)cc2)c(C)n1CC
  3	-1
- O=C(OCc1csc(-c2ccccc2)n1)c1cccs1
  14	14
- COc1ccc(N2CCN(C3CC(=O)N(Cc4ccc(N5CCCC5=O)cc4)C3=O)CC2)cc1 (centres undefined)
  0	5
- O=C(CSc1nc2c(sc3ccccc32)c(=O)n1CCc1ccccc1)NCc1ccco1
  -14	16
- COc1ccc(/C=C/C(=O)NC(=S)NNC(=O)Cc2cccs2)cc1OC
  25	-6
- O=C1CC(NCc2ccncc2)C(=O)N1c1ccccc1 (centres undefined)
  1	-4
- Cc1cccnc1Nc1nc(-c2ccccn2)cs1
  -14	-17

# Reformatted in CSV form: part of the list above
SMILES,C2C12 statin,esBAF inh
CCCCS(=O)(=O)C(=C1Nc2ccccc2N1)S(=O)(=O)CCCC,7,1
Cc1[nH]nc2c1C1(CCOC1C)C(C#N)=C(N)O2 (centres undefined),46,7

# Going on with the list.
# Each structure is followed by: C2C12 statin	esBAF inh
- COc1ccccc1[C@H]1C(c2cccc(Cl)c2)=NN(c2ccccc2)[C@@H]1CO
  -2	0
- Cc1ccc(CSCC(=O)N2CCN(Cc3ccc4c(c3)OCO4)CC2)cc1
  25	-2
- CCOC(=O)c1[nH]c(C)c(/C=N/O)c1C
  3	-7
- CCCCCn1c(N2CCC(Cc3ccccc3)CC2)nc2c1c(=O)[nH]c(=O)n2C
  23	-8

# Compound activity: PubChem BioAssay, Broad Institute
